# Tau fluor counter: counter-screen for tau fibril formation inhibitors. tau K18 P301L Alexa594 fluorescence, heparin fibrillization. Potency, µM (series often up to 57.7 µM), inactives show at the highest dose activity change, negative = decrease. hit rate 0.93% among 280,000. AID 1463; further: on the % scale 0 is the no-effect control and ±100 the full control effect; nearly all actives have a fitted effect of over 55% in size
#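 Human K18 P301L tau (15 uM unlabeled plus 0.24 uM Alexa 594-labeled, final) in 100 mM sodium acetate pH 7 was mixed with compound and 20 uM heparin and incubated 6 hr at 37 C.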
# Tau fibril FP: inhibitors of human tau fibril formation; K18 P301L tau heparin fibrillization, Alexa594 FP, 6 h; Potency, µM (series often up to 57.7 µM), without a hit: at the top dose activity, negative = inhibition, actives largely listed as inhibitors; hit rate 0.39% among 280,000; P10636; AID 1468; further: on the % scale 0 is the no-effect control and ±100 the full control effect; nearly all actives have a fitted effect of over 55% in size
# Target sequence (P10636 561-689 P618L limits assumed): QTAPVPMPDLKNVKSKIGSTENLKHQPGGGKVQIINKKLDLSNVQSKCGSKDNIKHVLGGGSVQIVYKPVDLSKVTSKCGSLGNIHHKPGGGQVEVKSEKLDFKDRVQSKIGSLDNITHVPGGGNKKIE
#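 K18 P301L tau (15 uM unlabeled/0.24 uM Alexa 594-labeled, final) + compound + heparin 20 uM final; 100 mM NaOAc pH 7; 6 hr 37 C; ThT 30 uM final added, 1 hr RT; FP ex 555/em 632 nm.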
# Tau fibril ThT: blocks human tau fibril formation measured by thioflavin T; Potency, µM (titrated, usually from 57.4 µM), inactives show at the top dose activity, negative = inhibition, usual class: inhibitors; recombinant tau K18 P301L (four-repeat tau fragment), heparin-induced fibrillization, ThT fluorescence; hit rate 2.1% among 270,000; AID 1460; P10636; further: on the % scale 0 is the no-effect control and ±100 the full control effect; nearly all actives have a fitted effect of over 55% in size
#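 K18 P301L tau (15 uM + 0.24 uM Alexa 594-tagged), heparin 20 uM, NaOAc pH 7, 6 h 37 C; ThT 30 uM, 1 h RT, ex 450/em 510 nm.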
# HTT ATP protect: cytoprotection in Huntington HTT-Q103 PC12 cell model; hit rate 0.14% among 230,000; Potency, µM (doses to about 56.4 µM), without a hit: cytoprotection (ATP increase), hits mostly activators; PC12 HTT-Q103 induced, cytoprotection, ATP luminescence, 40 h;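 further: % of control where 0% means no effect; nearly all actives have a fitted effect of over 45% in size; toxic huntingtin expression switched on by the ecdysone agonist tebufenozide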
#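 ATP quantification (ATPlite) reports survival of PC12 cells in which tebufenozide, 100 nM final, switches on Htt exon 1 with 103 glutamines linked to GFP; compounds are titrated.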
# KDM4E inh: inhibitors of human JMJD2E histone demethylase. Potency, µM (doses to about 57.1 µM), inactives show top-dose activity change, negative = inhibition, usual class: inhibitors. hit rate 1.6% among 230,000. B2RXH2. AID 2147. JMJD2E catalytic domain, FDH-coupled NADH fluorescence (FDH is formaldehyde dehydrogenase); active means well fitted inhibition curve with a large enough effect, not every such curve was filed as active; inconclusive means small, poorly fitted or top-dose-only effect, or another doubt; inactive means no such curve, though single readings can be large or run the other way;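 further: 0% = wells with enzyme and -100% = buffer wells without enzyme; nearly all actives have a fitted effect of over 50% in size; many of its hits are not listed in these tables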
# Target sequence (B2RXH2 1-337 limits assumed): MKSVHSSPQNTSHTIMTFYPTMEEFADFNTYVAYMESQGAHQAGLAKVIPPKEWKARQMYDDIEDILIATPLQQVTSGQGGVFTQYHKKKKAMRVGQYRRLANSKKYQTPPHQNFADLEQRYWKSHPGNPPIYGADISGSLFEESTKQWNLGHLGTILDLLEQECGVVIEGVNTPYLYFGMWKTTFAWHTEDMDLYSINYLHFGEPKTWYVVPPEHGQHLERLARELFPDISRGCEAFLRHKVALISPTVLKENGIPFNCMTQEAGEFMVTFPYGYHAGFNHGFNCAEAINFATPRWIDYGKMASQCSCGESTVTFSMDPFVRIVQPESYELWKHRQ
# ALDH1A1 block: blocks purified human ALDH1A1 activity; Purified ALDH1A1, NADH fluorescence, propionaldehyde substrate; Potency, µM (top dose mostly 75.3 µM), for the others: at the highest dose activity, negative = inhibition, most hits filed as inhibitors; hit rate 7.3% among 220,000; AID 1030; active means well fitted inhibition curve with a large enough effect, not every such curve was filed as active; inconclusive means small, poorly fitted or top-dose-only effect, or another doubt; inactive means no such curve, though single readings can be large or run the other way;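 further: plate controls were no enzyme wells and a reference inhibitor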
# Target sequence (P00352 whole entry, looked up): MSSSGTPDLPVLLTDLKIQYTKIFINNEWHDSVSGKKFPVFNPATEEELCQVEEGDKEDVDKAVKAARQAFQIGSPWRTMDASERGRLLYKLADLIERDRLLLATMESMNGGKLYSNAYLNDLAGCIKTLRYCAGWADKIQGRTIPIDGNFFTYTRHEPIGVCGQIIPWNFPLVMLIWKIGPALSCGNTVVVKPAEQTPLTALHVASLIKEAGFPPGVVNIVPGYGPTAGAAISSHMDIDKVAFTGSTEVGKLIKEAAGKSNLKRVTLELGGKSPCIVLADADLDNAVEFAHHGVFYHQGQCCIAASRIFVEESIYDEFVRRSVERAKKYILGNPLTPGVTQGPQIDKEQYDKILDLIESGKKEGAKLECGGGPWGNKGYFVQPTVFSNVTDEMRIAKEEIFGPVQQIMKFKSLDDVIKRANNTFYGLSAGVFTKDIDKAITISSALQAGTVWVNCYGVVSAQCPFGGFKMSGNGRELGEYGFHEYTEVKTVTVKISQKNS
# SMN2 splice enh: SMN2 splice variant enhancement; hit rate 2.8% among 210,000; HEK293 SMN2-luciferase splicing reporter, luminescence, 30-36 h; Potency, µM (series often up to 46.1 µM), without a hit: top-dose activity change, positive = activation, usual class: activators; further: % of control where 0% means no effect; nearly all actives have a fitted effect of over 55% in size
#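 HEK293 cells carry an SMN2 minigene-luciferase reporter in which exon 7 inclusion puts luciferase in frame. Cells were seeded at 2000 cells/well, attached for 10-12 hours, then exposed to compounds for 30-36 hours at 37C before ONE-Glo luminescence.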
# HttQ103 aggreg: inhibitors of mutant huntingtin aggregate formation in PC12 cells. PC12 HttQ103-GFP aggregates, Acumen cytometry, 40 h. Potency, µM (series often up to 46.1 µM), for inactives: top-dose activity change, negative = inhibition, usual class: inhibitors. hit rate 1.1% among 220,000. AID 1688; further: on the % scale 0 is the no-effect control and ±100 the full control effect; nearly all actives have a fitted effect of over 60% in size
#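 PC12 cells with ecdysone-inducible HTT exon1 Q103-GFP, induced by 100 nM tebufenozide, given compounds in a concentration series. GFP aggregates (1–25 um, 6 SD above background) counted in lysates by laser-scanning cytometry, 488 nm excitation.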
# * hit, by the source's call; ? = inconclusive; . = not tested or not shown; [ ] = remark or other dose. Unless noted, the call rests on the fitted dose curve; in most records, active means well fitted curve in the direction sought with a large enough effect; inconclusive means small, poorly fitted or top-dose-only effect, or another doubt; inactive means no such curve, though single readings can be large; an effect the other way counts as inactive or inconclusive. Potency means the concentration at half of the fitted maximal effect. Only part of the results is shown; rates above refer to the full screens.
SMILES,Tau fluor counter,Tau fibril FP,Tau fibril ThT,HTT ATP protect,KDM4E inh,ALDH1A1 block,SMN2 splice enh,HttQ103 aggreg
CCOc1ccc(N2CC(c3nc4ccccc4n3CCOc3ccc(CC)cc3)CC2=O)cc1 (stereo unspecified),0%,-5%,4%,.,.,.,-10%,.
Cc1ccc(NC(=O)c2ccc(NS(=O)(=O)c3c(C)noc3C)cc2)cc1C,-23%,7%,0%,-22%,0%,4%,18%,-10%
Clc1cccc(CNc2nnnn2-c2ccccc2)c1,-22%,-2%,?,-3%,1%,14%,.,5%
O=C1O/C(=C/c2ccccc2)N=C1c1ccccc1,5%,?,-9%,.,-6%,0%,7%,0%
COC(=O)C/C=C\[C@@H](C)[C@@H](/C=N\O[C@@H](C)CN1CCCCc2nc(C)c(C)cc21)NS(=O)(=O)c1ccc(C)cc1,-21%[11.6 µM],-2%[11.6 µM],-15%[11.5 µM],-14%[10 µM],.,13%[13.5 µM],.,.
CCNc1nc(NCC)nc(N/N=C/c2ccc(OC)cc2)n1,-9%,5%,?,11%[10 µM],-13%,.,.,-15%[9.22 µM]
CCCCCn1c(SCc2ccncc2)nc2cc(C(=O)NCc3ccco3)ccc2c1=O,-8%,0%,-14%,-20%[0.074 µM],?,?,2%,-4%[9.22 µM]
CC(=O)Nc1cccc(C(=O)Oc2cccc(C)c2)c1O,-3%,0%,-10%,2%,-6%,-8%,25%,-7%
Cc1ccc(NC(=S)N2CCCC(O)C2)cc1 (stereo unspecified),-4%,-7%,-7%,-71%[inhibitor],7%,2%,?,8%
CCCCN(CCCC)C(=S)N/N=C/c1c(C)[nH]n(-c2ccccc2)c1=O,?,12%,?,-112%[inhibitor],?,5µM*,-75%[inhibitor],11µM*
O=C(CSCc1cccc(CSCC(=O)Nc2ccccc2)n1)Nc1ccccc1,-25%,-6%,-20%,-41%[10 µM],5%,-3%,-5%,2%
CC(/C=N/NC(=O)c1cnccn1)=C\c1ccco1,-1%,-6%,?,0%[10 µM],-7%,?,.,1%[9.22 µM]
C=CCOC(=O)C1=C[C@@H](c2ccc(Br)cc2)C[C@@H](OCc2ccc(CO)cc2)O1,-12%,4%,?,16%[10 µM],-7%,18µM*,.,2%[9.22 µM]
Cc1ccc(N2C(=O)CC(c3ccccc3F)C3=C2COC3=O)cc1Cl (stereo unspecified),-17%,-5%,-10%,.,.,.,4%,.
COc1ccc(-c2cc(C(F)(F)F)c(C#N)c(SCC(=O)Nc3ccccc3F)n2)cc1,3%,?,7%,.,.,.,-2%,.
CC(C)(C)NC(=O)CN1CCC(O)(c2ccccc2)CC1,0%,1%,2%,-7%[10 µM],2%,0%,11%,-13%
CCOc1ccc(Cn2c(-c3ccc(OCC)c(OC)c3)nc3ccccc32)cc1OC,-7%,-4%,-1%,.,.,.,-5%,.
C=CCN(CC=C)S(=O)(=O)c1ccc(NC(=S)NC(=O)/C=C/c2cccc3ccccc23)cc1,-8%,-13%,-17%,-3%,-3%,?,.,-5%
O=C(NCC1CCCO1)c1nc2c(nnn2Cc2ccccc2Cl)c(=O)[nH]1 (stereo unspecified),7%,1%,2%,-5%[10 µM],4%,6%,-9%,?
CCN(CCn1cccn1)C(=O)CCc1nnc(C2CCCCC2)o1,3%,-8%,3%,-8%[10 µM],6%,.,.,-2%[9.22 µM]
CCCC(=O)Nc1nnc(SCC(=O)NCc2ccc3c(c2)OCO3)s1,0%,-1%,-1%,-22%,-5%,-2%,10%,2%
CN1CCN(C(=O)c2ccccc2-c2nc(-c3ccc(Cl)cc3)no2)CC1,4%,-3%,0%,-4%,8%,3%,.,-13%
C=C(C)C1Cc2c(ccc(C(=O)O)c2O)O1 (stereo unspecified),-7%,-8%,-10%,.,0%,-8%,2%,.
Cc1ccc(N=C2NC(=O)/C(=C/c3cccn3C)S2)cc1,?,3%,6.3µM*,-32%[10 µM],3%,.,.,9%[9.22 µM]
CC(=O)NC1(c2ccccc2)CCN(c2nc(C)cc(C)n2)CC1,8%,3%,1%,-15%,?,?,11%,7%[9.22 µM]
Cn1ncc2c(NNC(=O)Cc3cccc4ccccc34)ncnc21,15%,2%,11%,27%[10 µM],-4%,9%,-9%,13%
CC(C)CCn1c(CN2CCOCC2)nc2c1c(=O)n(C)c(=O)n2C,8%,-1%,2%,6%[10 µM],0%,14µM*,-7%,-4%
Cc1ccc2cc3c(NC(=O)CC(C)C)nn(C)c3nc2c1,-10%,1%,?,-4%,?,?,-12%,8%
O=C(Nc1nnc(SCc2ccc(Cl)cc2)s1)C1CC(=O)N(Cc2ccccc2)C1 (stereo unspecified),-8%,2%,3%,21%[10 µM],14%,0%,.,13%
NC(=O)C1CCN(C(=O)c2ccc3c(=O)n(Cc4ccco4)c(SCC(=O)c4ccccc4)nc3c2)CC1,?,-17%,-19%,-35%[inhibitor],-5%,14µM*,-7%,0%
C/C(=N/NC(=O)CNc1ccc(Cl)cc1C)c1ccc(C)cc1,-15%,-4%,-15%,-91%[inhibitor],0%,3%,12%,-2%
O=C(NNC(=S)Nc1ccc(OC(F)F)cc1)c1cc2c(s1)CCCC2,?,8%,?,-4%[1.9 µM],2%,8.9µM*,16%,-2%
O=C(COC(=O)c1ccco1)NCc1ccc(Cl)cc1,2%,9%,-2%,-4%,-3%,15%,4%,5%
O=C(Cn1nc(C(F)(F)F)cc1C1CC1)NCc1ccccc1F,-8%,-1%,-4%,.,-5%,3%,10%,-9%
CC(C)=CCc1c(O)ccc2c1OC(c1ccc(O)c(O)c1)CC2=O (stereo unspecified),?,?,?,-24%[10 µM],?,-16%,.,-3%[9.22 µM]
CCc1n[nH]c(=S)n1/N=C/c1ccccc1OCc1ccc(Cl)cc1,10%,-1%,10%,-10%,6%,7%,20%,-5%
O=C1CC(C(=O)N2CCN(c3ccc(F)cc3)CC2)CN1CCc1ccccc1 (stereo unspecified),-3%,2%,-7%,4%,5%,-11%,0%,16%
Cc1cc(C)c2nc(N3CCCC(C(=O)NCc4cccc(Cl)c4)C3)sc2c1 (stereo unspecified),?,6%,?,.,.,.,15%,.
CCC(C)n1ncn(-c2ccc(N3CCN(c4ccc(O)cc4)CC3)cc2)c1=O (stereo unspecified),-17%,-2%,?,.,?,?,-69%[inhibitor],?
N#Cc1cccc(OCC(=O)NC(=O)NCc2ccccc2)c1,-10%,-2%,-3%,-40%[inhibitor],-8%,-9%,-30%,1%
Cc1ccc(NC(=O)Cn2c(=O)n(CCC(=O)NCc3ccccc3Cl)c(=O)c3ccccc32)c(C)c1,13%,?,16%,.,.,.,-3%,.
Cc1nonc1N1CCN(Cc2cn[nH]c2-c2ccc3c(c2)OCO3)CC1,-5%,1%,-11%,-42%[inhibitor],2%,-13%,.,-16%
COc1cc(/C=C/c2nc(C#N)c(N3CCCCC3)o2)cc(OC)c1OC,-14%,-5%,-6%,.,.,.,17%,.
COCC(C)N=C1NN=C(c2c[nH]c3ccccc23)CS1 (stereo unspecified),10%,10%,7%,.,11%,15%,.,7%
CCOC(=O)c1nc(C)nc(Sc2n[nH]c(-c3cc(C(F)(F)F)cc(C(F)(F)F)c3)n2)c1C,-16%,-10%,-9%,-3%[10 µM],1%,.,.,-6%[9.22 µM]
CCOC(=O)CN(C(=O)c1ccccc1[N+](=O)[O-])C(C)(C)C,-9%,-6%,-10%,-7%[10 µM],-1%,.,.,-21%[9.22 µM]
COc1ccc(C2=Nn3c(nnc3-c3ccc(OC)cc3)SC2)cc1,-14%,-2%,?,-145%[inhibitor][0.074 µM],3%,3%,?,?
O=C(O)/C=C/c1cn(-c2ncc(C(F)(F)F)cc2Cl)c2ccccc12,3%,-4%,-5%,-23%,4%,-15%,-8%,-6%
Cc1c(C)n2c3c(cccc13)CC2,-9%,-4%,-5%,14%,-28%,11%,-9%,9%
CCN1/C(=C\C=C(C(C)=O)C(C)=O)Sc2ccccc21,-7%,10%,?,-58%[inhibitor],-3%,-6%,17%,-3%
CC(C)COc1ccc(C(=O)N(Cc2ccco2)C2CCS(=O)(=O)C2)cc1 (stereo unspecified),-3%,-3%,-5%,-26%,4%,-1%,-47%[inhibitor],-27%
CCNc1sc(S(C)(=O)=O)nc1S(=O)(=O)c1ccc(C)cc1,-14%,-9%,-2%,.,.,.,0%,.
C=C(C)C(=O)N1CC2(CC(c3cccc(NC(=O)/C=C\C=C/C)c3)=NO2)C[C@H]1C(N)=O (stereo partly specified),-4%,0%,-17%,-17%[10 µM],3%,.,.,-2%[9.22 µM]
CCN(CC)CCn1c(NCc2ccc3c(c2)OCO3)nc2ccccc21,-4%,7%,-4%,-47%[inhibitor],-3%,-4%,.,-17%
Cc1cc(=O)[nH]c(-c2ccccc2)n1,-14%,?,-16%,-10%,5%,-1%,-6%,2%
O=C(Cn1ncc2c1-c1ccccc1OC2)N1CCN(Cc2ccc3c(c2)OCO3)CC1,-5%,5%,-8%,5%,-7%,10%,-18%,24%
CC(C)c1ccc(NC(=O)C(Cc2ccccc2)NS(=O)(=O)c2ccc3c(c2)CCC(=O)N3)cc1 (stereo unspecified),?,-14%,-11%,.,.,.,0%,.
Cc1c(C(=O)Nc2cccc(C(F)(F)F)c2)oc2ccc(S(=O)(=O)N3CCOCC3)cc12,-22%,?,0%,20%,.,6%,-27%,7%
CCc1cccc(NC(=O)Cn2nc(CC)n3c(cc4cc(C)ccc43)c2=O)c1,-1%,2%,7%,.,.,.,5%,.
COc1ccc(-c2cc(C(=O)Nc3c(C)nn(Cc4ccccc4)c3C)no2)cc1,-13%,-12%,-11%,-8%,-3%,?,-27%,5%[9.22 µM]
Brc1ccc2c(c1)c1cc(Br)ccc1n2CC1CO1 (stereo unspecified),-24%,?,0%,-58%[inhibitor],4%,-6%,12%,.
CCOc1ccc(C2CC(=O)NC3=C2C(=O)CCC3)cc1 (stereo unspecified),-5%,4%,-9%,6%,-3%,-4%,-9%,19%

# High-throughput results (PubChem BioAssay)
